PLAP inhibition = inhibition of human placental alkaline phosphatase – biochemical, luminescence, HTS (AID 690); purified PLAP, luminescent substrate; higher % means a stronger effect; inhibition, % at 20 µM; hits with a dose series show IC50 in µM; hit rate 0.08% among 96,000; in the data active = a potency from the dose series; inactive = the rest, 99 in 100 with inhibition below about 30%; note: strong numbers were not always called active
NFkB transloc pot = enhances IL-1B driven NFkB nuclear translocation; activation, % at 2 µM; hit rate 0.3% among 94,000; HUVEC IL-1B NFkB p65 nuclear translocation imaging;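 active = activation above 40%, about the mean plus 3 SD, also judged a hit on visual image review; inconclusive = activation above 40% but not a hit on visual review; inactive = activation not above 40% and no visual hit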;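 note: percent activation is computed from the nuclear over cytoplasmic p65 intensity ratio; values of inactives mirror those of a sister screen read the other way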
IL1B NFkB inh = blocks IL-1B driven NFkB nuclear translocation in HUVEC cells; HUVEC IL-1B NFkB p65 nuclear translocation imaging; inhibition, % at 2 µM; hit rate 0.43% among 94,000; AID 796;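 active = inhibition above about 30% together with a positive call from visual inspection of the well image, limit read from the data; inconclusive = inhibition above a set limit but visual check negative; inactive = inhibition not above a set limit, visual check negative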;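 note: nuclear over cytoplasmic p65 intensity ratio measured by imaging; 0% = IL-1B stimulated DMSO wells and 100% = unstimulated DMSO wells; values of inactives mirror those of a sister screen read the other way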
Bcl-B TR3 displacers = displacers of TR3 peptide from Bcl-B, primary screen, selectivity assay for Bfl-1 inhibitor project, biochemical, fluorescence polarization | FP displacement of FITC-TR3 peptide from Bcl-B; higher % means a stronger effect | displacement, % at 20 µM, or IC50 in µM where a hit was titrated | hit rate 0.11% among 96,000;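 active = displacement above 50% at 20 µM plus a fluorescence interference ratio under 1.5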;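 note: plate controls were wells without compound for no effect and wells lacking Bcl-B protein for full effect; a part of the inactive calls stands beside numbers as strong as those of hits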
MRP reversal = reverses drug resistance mediated by MRP; H69AR cells + 2 uM doxorubicin, CellTiter-Glo, 72 h; hit rate 0.04% among 85,000; differential viability (reversal), % at 10 µM;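 active = viability drop by adding the cancer drug above about 55%, with treated viability meeting a 40% cutoff, limit read from the data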;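 note: viability without doxorubicin minus viability with 2 µM doxorubicin for each compound; larger differential means the compound sensitizes cells more to doxorubicin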
MRP reversal cytotoxicity = second read-out of MRP reversal, no call of its own (marks repeat the call); viability, %; H69AR cells, CellTiter-Glo, 72 h; measured here: cytotoxicity without doxorubicin
MRP reversal with doxorubicin = further read-out of MRP reversal, marked with its call; viability, %; measured here: viability with 2 uM doxorubicin; hits give low values
IL1B NFkB inh cell count 2 µM = also measured in IL1B NFkB inh; calls as there; cell count; measured here: cells passing quality filter;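 raw number of nuclei counted in each imaged well without normalization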
NFkB transloc pot cell count 2 µM = also measured in NFkB transloc pot; calls as there; cell count; measured here: cells passing quality filter
* marks the source's active call; other numbers are inactive results; ? = inconclusive; · = no result given. These rows are one share of the data; rates above refer to the full screens.

SMILES	PLAP inhibition	NFkB transloc pot	NFkB transloc pot cell count 2 µM	IL1B NFkB inh	IL1B NFkB inh cell count 2 µM	Bcl-B TR3 displacers	MRP reversal	MRP reversal cytotoxicity	MRP reversal with doxorubicin
COc1ccc(-n2c(O)c(C(C)=NC3CC3)c(=O)[nH]c2=O)cc1	-26%	-2	193	2	193	2%	6	94	88
O=C1NC(=O)C2(Cc3ccccc3N3CCCC32)C(=O)N1c1ccccc1 (stereo unspecified)	-22%	·	·	·	·	-3%	4	102	97
O=C1C2CCCN2C(c2ccccc2)N1c1ccccn1 (stereo unspecified)	13%	0	126	0	126	11%	2	99	97
CC(=NCc1ccco1)c1c(O)n(C)c(=O)n(C)c1=O	-19%	-1	76	1	76	-3%	·	·	·
O=S(=O)(c1ccc(Cl)cc1)N1CN2CCN(C2)C1	-44%	-2	122	2	122	-7%	31	74	43
O=C(O)C1CN2CCC1CC2 (stereo unspecified)	9%	2	213	-2	213	18%	-7	92	100
O=c1[nH]c(=O)n(CCc2ccccc2)c(O)c1C=NCCCn1ccnc1	-68%	-15	135	15	135	-3%	12	96	84
O=C(COc1ccccc1)N1CCN(C/C=C/c2ccccc2)CC1	-40%	2	133	-2	133	-8%	0	65	66
CCCCN1C(=O)NC(=O)C2(Cc3c(nc4ccccn4c3=O)N3CCc4ccccc4C32)C1=O (stereo unspecified)	-70%	23	133	-23	133	5%	-11	64	76
CCC(C)NC(=O)c1c(N)n(CC2CCCO2)c2nc3ccccc3nc12 (stereo unspecified)	-96%	·	·	·	·	-3%	0	101	101
COc1ccc(OC(=O)N(C)C)c(CN(C)C)c1	23%	2	151	-2	151	-10%	27	116	89
CCCCN1C(=O)C(C2c3ccccc3C(=O)N2Cc2ccccc2)C(=O)NC1=S (stereo unspecified)	-34%	?	·	-66	66	5%	15	97	82
CC(=O)CC(C)(C)n1c[n+](C)nn1	5%	2	158	-2	158	11%	·	·	·
C=Cn1c(P(=S)(N2CCOCC2)N2CCOCC2)cc2c1CCCC2	-54%	-3	131	3	131	-4%	11	79	67
COc1cc(Cn2c(N)c(C(=O)NCc3ccco3)c3nc4ccccc4nc32)cc(OC)c1OC	-108%	8	165	-8	165	-12%	-13	9	23
COc1ccccc1CN1CCN(C(=O)COc2cccc(C)c2)CC1	-22%	-4	151	4	151	-13%	22	93	72
COc1ccc(N2C(=O)NC(=O)C(CCc3ccncc3)(CCc3ccncc3)C2=O)cc1	·	15	126	-15	126	·	13	101	88
O=C(Nc1ccc2ccccc2c1)c1nn(C23CC4CC(CC(C4)C2)C3)cc1Br	0%	4	127	-4	127	2%	·	·	·
CCN1CC=C(c2c[nH]c3ccccc23)CC1	21%	16	112	-16	112	-5%	·	·	·
COc1ccc(C2=NCC(=O)N(CC(=O)NCc3ccco3)c3sc4c(c32)CCCC4)cc1OC	-54%	-1	89	1	89	-4%	·	·	·
FC(F)(F)c1cccc(-n2nnnc2C2(N3CCOCC3)CCCCC2)c1	-2%	8	142	-8	142	-9%	·	·	·
Nc1cccc(N=Cc2c(O)n(Cc3ccc(F)cc3)c(=O)[nH]c2=O)c1	·	13	136	-13	136	·	·	·	·
Nc1c(C(=O)NCCCc2ccccc2)c2nc3ccccc3nc2n1Cc1cccs1	-78%	9	178	-9	178	-22%	-3	61	64
COc1cc(/C=N/NC(=O)CN2CC(c3ccccc3)CC2=O)ccc1OC(=O)N(C)C (stereo unspecified)	-25%	-8	112	8	112	3%	·	·	·
CCOc1ccc(C2SCC(=O)Nc3c2c(=O)[nH]n3C2CCCCCC2)cc1 (stereo unspecified)	-6%	·	·	·	·	3%	-14	60	74
NC12CN3CN(CN(C3)C1)C2 (tested in a mixture with another compound)	-7%	-5	92	5	92	-4%	-8	104	111
CCC(=NCc1ccco1)c1c(O)n(-c2ccc(OC)cc2)c(=O)[nH]c1=O	14%	4	203	-4	203	3%	-9	94	103
Oc1c(Br)cc(Br)cc1CN1CCN(Cc2ccccc2)CC1	-103%	11	77	-11	77	-112%	17	77	60
CN(C)c1cc(N)c2c(n1)CCC2 (tested in a mixture with another compound)	1%	15	172	-15	172	-2%	12	101	89
CCCCNC(=O)Nc1ccc(C(O)(C(=O)OCC)C(F)(F)F)cc1 (stereo unspecified)	0%	2	91	-2	91	4%	13	90	77

Full records, quoted from the list. Values in the order: PLAP inhibition, NFkB transloc pot, NFkB transloc pot cell count 2 µM, IL1B NFkB inh, IL1B NFkB inh cell count 2 µM, Bcl-B TR3 displacers, MRP reversal, MRP reversal cytotoxicity, MRP reversal with doxorubicin
`Nc1cccc(N=Cc2c(O)n(Cc3ccc(F)cc3)c(=O)[nH]c2=O)c1` across the screens: ·, 13, 136, -13, 136, ·, ·, ·, ·
`NC12CN3CN(CN(C3)C1)C2` (tested in a mixture with another compound) across the screens: -7%, -5, 92, 5, 92, -4%, -8, 104, 111
`COc1cc(/C=N/NC(=O)CN2CC(c3ccccc3)CC2=O)ccc1OC(=O)N(C)C` (stereo unspecified) across the screens: -25%, -8, 112, 8, 112, 3%, ·, ·, ·

The results go on.
SMILES	PLAP inhibition	NFkB transloc pot	NFkB transloc pot cell count 2 µM	IL1B NFkB inh	IL1B NFkB inh cell count 2 µM	Bcl-B TR3 displacers	MRP reversal	MRP reversal cytotoxicity	MRP reversal with doxorubicin
O=C(NC1CC2CCC(C1)N2Cc1nnnn1Cc1ccco1)NC12CC3CC(CC(C3)C1)C2 (stereo unspecified)	·	·	·	·	·	5%	-1	96	97
Cc1ccc(S(=O)(=O)Cc2ccc(C(=O)N3CCC4(CC3)OCCO4)o2)cc1	-28%	-3	143	3	143	42%	2	102	100
O=C(Cn1cnc2ccccc2c1=O)NCC(=O)N1CCC2(CC1)OCCO2	-6%	-8	120	8	120	-6%	·	·	·
CCOC(=O)Cn1cc(C(=O)c2ccccc2F)c2ccccc21	13%	8	180	-8	180	8%	4	88	84
N#Cc1cc2c(nc1SCC(=O)Nc1cc(Cl)ccc1Cl)C1CCN2CC1	·	5	148	-5	148	·	1	2	1
Cc1cc(C)n2nc(SC(C)C(=O)N3CCC4(CC3)OCCO4)nc2n1 (stereo unspecified)	-10%	-8	89	8	89	-20%	-5	93	99
COc1ccccc1N=Cc1c(O)n(C)c(=O)n(C)c1=O	19%	2	120	-2	120	-3%	1	1	0
CCN1CCN(c2ccc(NC(=O)C(C)C)cc2Cl)CC1	-1%	5	168	-5	168	-8%	3	87	84
CCOP(=S)(OCC)c1ccc(N(C)C)cc1	12%	-2	178	2	178	1%	-1	81	82
CNCC(O)c1cccc(OC(=O)c2ccccc2C)c1 (stereo unspecified)	12%	-4	178	4	178	-3%	0	80	80
CN1C2CCC1CC(OC(=O)c1cc(Cl)cc(Cl)c1)C2 (stereo unspecified)	-34%	13	46	-13	46	4%	9	84	75
CCOCC(=O)NC1CCSC1=O (stereo unspecified)	-31%	5	124	-5	124	6%	-4	102	106
O=c1[nH]c(=S)n(CCC2=CCCCC2)c(O)c1C=NCc1cccnc1	-5%	4	135	-4	135	0%	-15	73	89
COc1ccc(CC2C(=O)NC(=O)N(c3ccccc3)C2=O)c(OC)c1 (stereo unspecified)	-30%	11	148	-11	148	-138%	4	95	92
CNC(=S)NC1CC2CCCC(C1)N2CC(C)C (stereo unspecified)	3%	-10	149	10	149	-8%	·	·	·
CC(C)Sc1nnc([C@@H](N)Cc2ccccc2)o1	-8%	-7	159	7	159	-3%	-3	97	99
OC(CNC1CCCCC1)c1ccccc1 (stereo unspecified)	-2%	5	171	-5	171	7%	7	95	88
CC(=O)Nc1cc(C(=O)N2CCC3(CC2)OCCO3)ccc1S(=O)(=O)c1ccc(C)cc1	-14%	3	90	-3	90	-6%	2	90	88

A different layout for part of the listing above.
Compound,PLAP inhibition,NFkB transloc pot,NFkB transloc pot cell count 2 µM,IL1B NFkB inh,IL1B NFkB inh cell count 2 µM,Bcl-B TR3 displacers,MRP reversal,MRP reversal cytotoxicity,MRP reversal with doxorubicin
Cc1ccc(S(=O)(=O)Cc2ccc(C(=O)N3CCC4(CC3)OCCO4)o2)cc1,-28%,-3,143,3,143,42%,2,102,100
O=C(Cn1cnc2ccccc2c1=O)NCC(=O)N1CCC2(CC1)OCCO2,-6%,-8,120,8,120,-6%,·,·,·
CCOC(=O)Cn1cc(C(=O)c2ccccc2F)c2ccccc21,13%,8,180,-8,180,8%,4,88,84
N#Cc1cc2c(nc1SCC(=O)Nc1cc(Cl)ccc1Cl)C1CCN2CC1,·,5,148,-5,148,·,1,2,1
Cc1cc(C)n2nc(SC(C)C(=O)N3CCC4(CC3)OCCO4)nc2n1 (stereo unspecified),-10%,-8,89,8,89,-20%,-5,93,99
COc1ccccc1N=Cc1c(O)n(C)c(=O)n(C)c1=O,19%,2,120,-2,120,-3%,1,1,0
CCN1CCN(c2ccc(NC(=O)C(C)C)cc2Cl)CC1,-1%,5,168,-5,168,-8%,3,87,84
CCOP(=S)(OCC)c1ccc(N(C)C)cc1,12%,-2,178,2,178,1%,-1,81,82
CNCC(O)c1cccc(OC(=O)c2ccccc2C)c1 (stereo unspecified),12%,-4,178,4,178,-3%,0,80,80
CN1C2CCC1CC(OC(=O)c1cc(Cl)cc(Cl)c1)C2 (stereo unspecified),-34%,13,46,-13,46,4%,9,84,75
CCOCC(=O)NC1CCSC1=O (stereo unspecified),-31%,5,124,-5,124,6%,-4,102,106
O=c1[nH]c(=S)n(CCC2=CCCCC2)c(O)c1C=NCc1cccnc1,-5%,4,135,-4,135,0%,-15,73,89
COc1ccc(CC2C(=O)NC(=O)N(c3ccccc3)C2=O)c(OC)c1 (stereo unspecified),-30%,11,148,-11,148,-138%,4,95,92
CNC(=S)NC1CC2CCCC(C1)N2CC(C)C (stereo unspecified),3%,-10,149,10,149,-8%,·,·,·

Screens as filed in PubChem BioAssay.
